Screening results deposited in PubChem by National Center for Advancing Translational Sciences (NCATS).
TDP-43 yeast inh: rescues yeast growth from TDP-43 toxicity. TDP-43 expressing yeast growth rescue, BacTiter-Glo, 24 h. Potency, µM (series often up to 46.1 µM), inactives show at the top dose growth rescue (activation), hits mostly activators. 410,000 tested, 1.8% active; also: % of control where 0% means no effect; nearly all actives have a fitted effect of over 50% in size
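Growth rescue of TDP-43-toxic yeast measured as ATP luminescence (BacTiter-Glo). Cells grown to mid-log in raffinose, induced in galactose at OD600=0.02, exposed to compound 24 hr at 30 deg C.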
GLP-1R inv ag: acts as inverse agonist at human GLP-1 receptor | AID 624417 | P43220 | HEK293 GLP-1R CRE-luciferase, luminescence, 24 h; GLP-1R form is constitutively active | Potency, µM (highest dose often 38.3 µM), inactives show top-dose activity change, negative = inhibition, hits mostly inhibitors | 410,000 tested, 1.6% active; also: % is scaled to controls: 0 for no effect and ±100 for the full control effect; nearly all actives have a fitted effect of over 55% in size
Target sequence (P43220 whole entry, looked up): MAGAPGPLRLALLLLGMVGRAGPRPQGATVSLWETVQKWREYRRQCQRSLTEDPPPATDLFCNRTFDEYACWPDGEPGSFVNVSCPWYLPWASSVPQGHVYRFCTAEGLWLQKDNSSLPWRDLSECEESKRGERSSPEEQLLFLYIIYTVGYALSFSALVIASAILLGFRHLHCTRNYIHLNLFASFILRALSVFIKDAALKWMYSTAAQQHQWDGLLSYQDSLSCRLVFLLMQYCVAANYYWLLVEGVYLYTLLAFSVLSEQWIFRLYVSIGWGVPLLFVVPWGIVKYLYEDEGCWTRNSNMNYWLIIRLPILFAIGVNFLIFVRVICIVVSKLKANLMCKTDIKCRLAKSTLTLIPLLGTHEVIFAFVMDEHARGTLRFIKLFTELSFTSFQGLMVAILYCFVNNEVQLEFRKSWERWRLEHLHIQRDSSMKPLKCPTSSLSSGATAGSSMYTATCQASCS
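qHTS in 1536-well format: reporter HEK293 cells expressing constitutive GLP-1R activity in DMEM + 10% Nu serum, 24 hr with compounds at 37 deg C, luminescence read after 12 min with detection reagent.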
HEK293 tox: cytotoxic in the GLP-1 receptor inverse agonist counter-screen | HEK293 cAMP-luciferase reporter cells, luminescence, 24 h | Potency, µM (top dose mostly 38.3 µM), for inactives: at the top dose activity change, negative = inhibition, actives largely listed as inhibitors | 410,000 tested, 0.13% active;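 also: loss of luciferase light is scored as toxicity; % is scaled to controls: 0 for no effect and ±100 for the full control effect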
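Seeding density was 200 cells/uL; after overnight-length (12 h) culture, 23 nL compounds went on for 24 h at 37 °C. Readout used a luciferase detection reagent, luminescence taken after 12 min at room temperature.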
HT1080 IDH1KD tx: kills HT-1080 cells with IDH1 knockdown; HT-1080 IDH1 knockdown viability, ATP luminescence, 48 h; Potency, µM (titrated, usually from 46.1 µM), inactives show at the top dose activity, negative = toxicity, hits mostly cytotoxic; 360,000 tested, 2% active;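 also: 0% = DMSO wells and -100% = cell-free medium wells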
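IDH1KD HT-1080 cells, 750/well, RPMI + 5% FBS; compound pinned after 2 h settling; 48 h, 37 °C; CellTiter-Glo luminescence; % activity normalised to DMSO and no-cell wells; curves fitted, classed by r2 and efficacy.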
KB-3-1 cytotox: kills parental KB-3-1 adenocarcinoma cells | 400,000 tested, 1.4% active | KB-3-1 viability, CellTiter-Glo ATP luminescence, 72 h | Potency, µM (top dose mostly 46.1 µM), inactives show at the highest dose activity change, negative = cytotoxic, hits mostly cytotoxic | AID 1347075; also: % is scaled to controls: 0 for no effect and ±100 for the full control effect; nearly all actives have a fitted effect of over 60% in size
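Screening of KB-3-1 cells (DMEM, 10% FBS, phenol-red free) ran from lowest to highest compound concentration; after 72 h at 37 °C viability was read luminescently and curves fitted.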
SW480 rereplic: DNA re-replication induction in SW480 cells; SW480 DNA re-replication, Hoechst DNA content imaging, 48 h; Potency, µM (series often up to 46.1 µM), without a hit: at the top dose re-replication activation, usual class: activators; 340,000 tested, 1.8% active; also: % of control where 0% means no effect; nearly all actives have a fitted effect of over 55% in size
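Image-based read-out: total Hoechst fluorescence of nuclei (405 nm excitation, 500-530 nm emission), with hits raising the fraction of high-intensity nuclei. SW480 colon cells incubated 48 hr with compounds at 37 C.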
HT1080NT lethal: kills 2HG-producing HT-1080-NT fibrosarcoma cells | HT-1080-NT fibrosarcoma viability, CellTiter-Glo ATP luminescence, 48 h | Potency, µM (highest dose often 46.1 µM), inactives show at the highest dose activity, negative = less viability, actives largely listed as cytotoxic | 360,000 tested, 1.6% active;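 also: NT is the 2HG producing partner of a matched IDH1 knockdown line; 0% = DMSO-treated cells and -100% = media-only wells without cells; nearly all actives have a fitted effect of over 55% in size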
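750 cells/well, RPMI + 5% FBS; 2 h settle, compound pin-transfer, 48 h at 37 degrees C. CellTiter-Glo 10 min RT, luminescence. Normalized to DMSO and media-only wells.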
GLP-1R agonist: agonists of human GLP-1 receptor; P43220; HEK293 GLP-1R CRE-luciferase, luminescence, 4-6 h; cells express a hypersensitive GLP-1R form; Potency, µM (top dose mostly 45.6 µM), for the others: at the highest dose activation, usual class: activators; 380,000 tested, 0.007% active; AID 624172; also: % of control where 0% means no effect
KB-V1 MDR tox: kills drug-selected multidrug resistant KB-V1 cells; 400,000 tested, 3.4% active; Potency, µM (highest dose often 46.1 µM), inactives show at the top dose activity change, negative = cytotoxicity, hits mostly cytotoxic; KB-V1 MDR cells viability, CellTiter-Glo, 72 h; also: % is scaled to controls: 0 for no effect and ±100 for the full control effect; nearly all actives have a fitted effect of over 60% in size
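In this primary screen, KB-V1 cells overexpressing P-gp are incubated with library compounds (lowest to highest concentration) for 72 h at 37 degrees C before a luminescent ATP viability read.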
Starred values were filed as active, the others as inactive; ? = inconclusive; . = no result given; [ ] = dose if it differs, or a comment. Calls follow the shape of the dose curve; as a rule, active = well fitted curve in the direction sought with a large enough effect; inconclusive = small, poorly fitted or top-dose-only effect, or another doubt; inactive = no such curve, though single readings can be large; an effect the other way counts as inactive or inconclusive. Potency is read from the fitted curve at half-maximal effect.

SMILES | TDP-43 yeast inh | GLP-1R inv ag | HEK293 tox | HT1080 IDH1KD tx | KB-3-1 cytotox | SW480 rereplic | HT1080NT lethal | GLP-1R agonist | KB-V1 MDR tox
COc1ccc(NC(=O)c2sc(=O)n(Cc3ccccc3C#N)c2C)cc1OC | 17% | ? | -1% | -4% | ? | . | 5% | 8% | 5.8µM*
O=c1[nH]c(N/N=C\c2ccc(F)cc2)nc2ccccc12 | 7% | 4% | -23% | 0% | 3% | -4% | -8% | 4% | -24%
NC(=O)C1(Nc2ccc(Cl)cc2)CCCC1 | -7% | -3% | -7% | -8% | -2% | -8% | -5% | 8% | -2%
COC(=O)c1nnn(-c2nc(N3CCOCC3)nc(N3CCOCC3)n2)c1C | -6% | 14%[7.66 µM] | -1%[7.66 µM] | 7% | ? | -2% | -2% | 0% | -23%
Cn1c(=O)cc2c3c(c(N4CCCCC4)ccc31)C(=O)c1ccccc1-2 | -12% | 86%[activator] | -19% | 0% | -9% | ? | -12% | 14% | -3%
CCOC(=O)c1c(-c2ccc(C)cc2)csc1NC(=O)c1cccc(N2C(=O)CCC2=O)c1 | -10% | 19% | -8% | 6% | -6% | -2% | 6% | -6% | 4%
Nc1nc(Cl)c(C=O)c(N2CCCCC2)n1 | 22% | 29% | -21% | ? | 6% | 4% | ? | 0% | 2%
COc1cccc(-c2ccc3c(c2)C2CC3CCN2C(=O)c2ccc(-c3ccccc3)cc2)c1 (centres undefined) | 2% | ? | 7% | -15% | 0% | . | -10% | -4% | -15%
Cc1cccc(C)c1NC(=S)NC(=O)CCc1ccccc1 | ? | ? | ? | 11µM* | 1% | 3.3µM* | 10µM* | 1% | ?
CCN(CC(=O)NCc1cccs1)C(=O)CCOc1ccccc1C | 3% | -35% | -14% | 0% | -8% | -4% | 3% | 4% | ?
COc1ccc(-n2nc3c(c2NC(=O)c2ccc(S(=O)(=O)N4CCOCC4)cc2)CS(=O)C3)cc1 (centres undefined) | 7% | 11% | -16% | 1% | 9% | 3% | 0% | 15% | ?
COC(=O)c1ccc(Nc2ncnc3sccc23)cc1 | ? | 35%[activator] | -1% | 3% | ? | 11% | 2% | 0% | 7%
O=C(O)/C=C\C(=O)N1CCc2ccccc21 | -1% | 4% | 2% | 9% | 15% | 0% | 14% | -3% | 18%
CCOC(=O)c1cnc2ccc(OCC)cc2c1NCCCN1CCOCC1 | -11% | -10% | -6% | -5% | ? | -8% | -1% | 8% | ?
CCCn1c(C)cc(C(=O)CN2C(=O)c3cccc(N)c3C2=O)c1C | 1% | 20% | 50%[activator] | -2% | 9% | 4% | -5% | -3% | 1%
CCOC(=O)[C@H]1[C@H]2COc3ccc(OC)cc3[C@@H]2N2C(=O)CN(Cc3ccc(Cl)cc3)C(=O)[C@@]12C | 7% | ? | 3% | -1% | 1% | -7% | 0% | -4% | 2%
CCCCCCCC(=O)OC(CN1CCCCCC1)CN1CCCC1=O (centres undefined) | 11% | 0% | 13% | 8% | -3% | -4% | 11% | 0% | 11%
COc1ccc(C2/C=C\CN(C(=O)CC(C)(C)C)CC(=O)N2Cc2ccc(F)cc2)cc1 (centres undefined) | 0% | -15% | -24% | -6% | -1% | -3% | 0% | 22% | -7%
CCc1cc[n+](C2=C([O-])c3ccccc3C(=O)/C2=N\S(=O)(=O)c2cccs2)cc1 | 0% | ? | ? | 18µM* | -26% | 4.6µM* | 18µM* | -4% | -7%
CCCC(NC(=O)c1ccco1)c1nc2ccccc2[nH]1 (centres undefined) | -5% | -4% | 0% | 6% | 13% | -54%[inhibitor] | 12% | 11% | ?
Cc1nc(=O)c(-c2ccccc2)c(C)n1-c1cccc(/C=C/C(=O)O)c1 | 14% | 1% | -2% | 10% | 12% | -1% | 8% | 2% | 0%
O=C(Nc1ccc(F)c(Cl)c1)NC1CC1 | 9% | 16% | 4% | -6% | 2% | -2% | 0% | 0% | ?
CCOC(=O)C1(C)CCCCCN1C(=O)c1snnc1C (centres undefined) | 12% | -4% | 2% | 7% | 0% | . | 27% | -3% | 3%
O=C(Nc1ccc2c(c1)OCO2)C1CCN(S(=O)(=O)c2cccc3cccnc23)CC1 | 8% | 12% | 21% | -2% | -2% | -13% | -17% | 5% | -20%
Cc1c(C#N)c(NC(=O)CCl)n(Cc2ccccc2)c1C | 19% | ? | ? | 1.6µM* | 10µM* | ? | ? | -2% | ?
Cc1cc(C)c(CN2C(=O)c3ccccc3S(=O)(=O)c3ccc(C(=O)OCC4CCCO4)cc32)c(C)c1 (centres undefined) | 14% | -22% | 12% | . | 8% | . | . | . | 8%
O=C(COc1ccc(-n2cnnn2)cc1)Nc1ccc(F)c(F)c1F | 9% | 4% | 7% | 0% | 9% | -5% | -3% | -4% | -5%
CN(C)S(=O)(=O)c1ccc(C(=O)Nc2nc(-c3ccccc3)c(C(=O)c3ccccc3)s2)cc1 | 7% | -19% | 0% | -4% | -7% | -1% | 10% | 2% | 16µM*
CCOP(=O)(OCC)c1nc(-c2ccc(Cl)cc2Cl)oc1N1CCCCC1 | 22% | ? | ? | 23µM* | -9% | 7% | 18µM* | 27% | ?
CC(C)C[C@H](NC(=O)[C@@H]1Cc2ccccc2CN1)C(=O)Nc1ccc(C(C)C)cc1 | -2% | ? | -4% | -7% | -3% | -13% | -4% | 0% | -10%
O=C1COc2ccc(C(=O)CSc3nnc(-c4cccs4)n3Cc3ccccc3)cc2N1 | 2% | -10% | -11% | -5% | 8% | -3% | -10% | -2% | 6%
Fc1cccc(NC(=S)N2CCn3cccc3C2c2cccnc2)c1 (centres undefined) | -13% | ? | 6% | 0% | -4% | 15% | 2% | 1% | ?
O=C(COc1cc(F)ccc1[N+](=O)[O-])Nc1ccc(N2CCOCC2)cc1 | 24% | 3% | 16% | 23% | 15% | 2% | 26% | 2% | 6%
CC(=O)OCC1OC(OC(C)=O)C(NC(=O)Cc2ccccc2)C(OC(C)=O)C1OC(C)=O (centres undefined) | -13%[0.397 µM] | 30%[activator] | -8% | 12% | -2% | -1% | 2% | 5% | -13%
COc1ccccc1N1CCN(/N=C/c2cccc(OC)c2O)CC1 | 1% | 23% | -16% | 7% | 4% | 0% | 5% | 0% | 4%
Cc1nc(-c2nc(-c3c(C(=O)NN)noc3C)cs2)cs1 | -16%[0.397 µM] | 42%[activator] | -4% | 2% | 20% | -4% | -4% | 25% | -3%
O=Cc1cccc(OC(=O)/C=C/c2ccco2)c1 | 10% | 54%[activator] | ? | 1% | 1% | -3% | 5% | -6% | 12%
Cc1noc(C)c1NC(=O)Nc1ccc2c(c1)C(=O)N([C@H](C)CO)C[C@H](C)[C@@H](CN(C)S(=O)(=O)c1ccc(F)cc1)O2 | -19% | 30%[activator] | 8% | 8% | -1% | -7% | 5% | -3% | -15%
O=C(CN(C(=O)c1csnn1)c1ccc2c(c1)OCCO2)NCc1ccccc1 | -5% | 5% | -3% | 7% | 2% | -8% | 7% | 5% | -19%
CN1C(=O)CSC1=Nc1ccc(Br)cc1 | 7% | 9% | -2% | 6% | -1% | -2% | 11% | 1% | ?

Shown as a hit in SW480 rereplic (from the list above):
| structure | GLP-1R inv ag | SW480 rereplic | GLP-1R agonist |
| --- | --- | --- | --- |
| Cc1cccc(C)c1NC(=S)NC(=O)CCc1ccccc1 | ? | 3.3µM* | 1% |
| CCc1cc[n+](C2=C([O-])c3ccccc3C(=O)/C2=N\S(=O)(=O)c2cccs2)cc1 | ? | 4.6µM* | -4% |

Further records follow:
SMILES | TDP-43 yeast inh | GLP-1R inv ag | HEK293 tox | HT1080 IDH1KD tx | KB-3-1 cytotox | SW480 rereplic | HT1080NT lethal | GLP-1R agonist | KB-V1 MDR tox
COCCCNC(=O)C1CCN(S(=O)(=O)c2c(C)noc2/C=C\c2ccc(OC)cc2)CC1 | -5% | 0% | 3% | 0% | 11% | 4% | 3% | -1% | -6%
COc1ccc(C(=O)NCCS(=O)(=O)N2CCCCCC2)cc1 | 0% | 8% | 2% | 12% | 1% | 1% | 7% | -5% | 5%
CC(C)O/C(=N\S(=O)(=O)c1ccc(Cl)cc1)c1ccccc1 | 0% | 100%[activator] | 2% | -2% | 9% | -7% | 14% | -3% | 10%
Cc1ccc(F)cc1NC(=O)COC(=O)C1CCN(c2ccc(C(F)(F)F)cn2)CC1 | -10% | 2% | 11% | 1% | -1% | -4% | 3% | -15% | ?
CCc1ccc(NC(=O)Nc2ccncc2)cc1 | -6%[0.397 µM] | ? | -10% | -8% | 17% | -8% | -10% | 23% | 1%
Cc1ccc(NC(=O)Cn2c(=O)n(CCc3ccccc3)c(=O)c3c4c(sc32)CCCC4)c(C)c1 | 26% | 3% | -12% | . | 17% | . | . | -1% | 34%
CCOC(=O)c1csc(-c2ccc3c(c2)CCO3)n1 | -15%[1.82 µM] | -29% | -2% | ? | 1% | 2% | 26% | 19% | 0%
CC(C)OC(=O)C1C(=O)CC(C)(O)C(C(=O)OC(C)C)C1c1cccc([N+](=O)[O-])c1 (centres undefined) | -5% | ? | 21% | 6% | -11% | -2% | 1% | -2% | ?
CSc1nc(Cl)c(Br)c(Nc2c[nH]c(=O)[nH]c2=O)n1 | -19% | 32%[activator] | 1% | 0% | -11% | 0% | 2% | 3% | ?
COC(=O)[C@H]1C[C@@H]1[C@H](NC(=O)c1cnccn1)c1ccccc1 | -6% | 15% | 23% | 6% | 6% | -2% | 16% | -4% | -10%

Quoted at random: 3 records from the list
SMILES | TDP-43 yeast inh | GLP-1R inv ag | HEK293 tox | HT1080 IDH1KD tx | KB-3-1 cytotox | SW480 rereplic | HT1080NT lethal | GLP-1R agonist | KB-V1 MDR tox
CC(C)OC(=O)C1C(=O)CC(C)(O)C(C(=O)OC(C)C)C1c1cccc([N+](=O)[O-])c1 (centres undefined) | -5% | ? | 21% | 6% | -11% | -2% | 1% | -2% | ?
CCOC(=O)c1cnc2ccc(OCC)cc2c1NCCCN1CCOCC1 | -11% | -10% | -6% | -5% | ? | -8% | -1% | 8% | ?
COc1cccc(-c2ccc3c(c2)C2CC3CCN2C(=O)c2ccc(-c3ccccc3)cc2)c1 (centres undefined) | 2% | ? | 7% | -15% | 0% | . | -10% | -4% | -15%
